BRCA1 expr up = BRCA1 expression activation. MCF7-BRCA1-FFLuc reporter, luminescence, 48 h; response scale: scaled: vehicle 0%, 10 µM genistein 100%. Potency, µM (doses to about 46.1 µM), without a hit: at the top dose activation, usual class: activators. 380,000 tested, 1.1% active. AID 624202; active = well fitted activation curve with a large enough effect; inconclusive = small, poorly fitted or top-dose-only effect; inactive = no such curve, though single readings can be large or run the other way; note: nearly all actives have a fitted effect of over 80% in size; some results filed as inactive show a strong effect at the top dose
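Activators of BRCA1 expression were detected as increased firefly luciferase luminescence in engineered MCF7 cells after 48 h compound incubation. Signals were scaled to genistein 10 microM as full activation.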
An asterisk follows results filed as active; ? = inconclusive; [ ] = another dose, or the depositor's remark. Potency is the fitted concentration of half-maximal effect. A portion of the library, so the mix of outcomes need not match the whole.

item	BRCA1 expr up	compound
1	-2%	COc1ccc(CNC(=O)/C=C/[C@H]2O[C@@H](n3ccc(=O)[nH]c3=O)[C@H](O)[C@@H]2O)cc1
2	-74%	O=Nc1ccc(NO)c2ccccc12
3	-9%	Cc1ccc(C)c(Oc2coc3cc(OC(=O)c4cccs4)ccc3c2=O)c1
4	9%	CCc1nc2c(=O)[nH]cnc2o1
5	-18%	COc1cc2nncc(SC)c2cc1OC
6	11%	Cc1ccc(S(=O)(=O)N2CCN(C(=O)COC(=O)CNC(=O)c3ccccc3F)CC2)c(C)c1
7	13µM*	CC1(C)CC(=O)C=C(c2ccc(-c3ccccc3)cc2)C1=O
8	-23%	COc1ccc(C(=O)Nc2ccc3nc(C)sc3c2)cc1S(=O)(=O)N1CCOCC1
9	77%	CCOC(=O)c1ccc(NC(=O)NC2=NCCS2)cc1
10	-4%	Fc1ccc(NC(=S)NN=Cc2ccccc2Cl)cc1
11	1%	Cc1ccc(C)c(NCCCCC(=O)O)c1
12	3%	COCCCNC(=O)c1cc(S(=O)(=O)N2CCC3(CC2)OCCO3)ccc1F
13	-12%	CC(=O)NC(c1ccccc1)c1nc(-c2cc(F)cc(F)c2)cs1 (stereo unspecified)
14	-36%	CN[C@H]1CCc2cc(OC)c(OC)c(OC)c2-c2ccc(OC)c(=O)cc21
15	11%	CCCCN1C(=O)C(C(=O)OCC)CC2=C1CCCC2=O (stereo unspecified)
16	-6%	O=C(NCCc1c[nH]c2ccccc12)OC1CC2CC1[C@H]1CCCCN1C2=O (stereo partly specified)
17	0%	COCCNC(=O)C1(C)CCCN(Cc2cccc(OC(=O)c3ccccc3)c2)C1 (stereo unspecified)
18	-13%	C[C@H]1CN([C@@H](C)CO)S(=O)(=O)c2ccc(Br)cc2O[C@H]1CN(C)C(=O)NC1CCCCC1
19	-2%	COc1cc(-c2cnc3c(NC=O)cc(-c4cccc(C(=O)NCCN(C)C)c4)cn23)cc(OC)c1OC
20	-44%	CN(C)c1ccc(/C=C/c2sc3ccccc3[n+]2C)cc1
21	12%	COc1ccc(-c2csc(C(NC(C)=O)c3ccccc3)n2)cn1 (stereo unspecified)
22	14%	Fc1cccc(Cc2c(-c3cccc(Br)c3)nc3c(Cl)cc(C(F)(F)F)cn23)c1
23	-31%	O=S(=O)(NCC(c1cccnc1)N1CCN(c2ccc(F)cc2)CC1)c1cc(F)ccc1F (stereo unspecified)
24	-47%	CCCOc1ccc(F)cc1-c1cc(C(=O)Nc2ccc(F)c(Cl)c2)[nH]n1
25	0%	CNc1nc(-c2ccccc2)c(-c2ccccc2)s1
26	-5%	CCOC(=O)C1(CCC(=O)OCc2ccccc2)CCCCC1=O (stereo unspecified)
27	-1%	Cc1ccc(C(=O)Nc2cccc3cccnc23)cc1Br
28	18%	CC1(C(=O)NS(=O)(=O)c2ccc3c(c2)CCO3)CCN1C(=O)CCc1ccc(Cl)cc1Cl (stereo unspecified)
29	-14%	CC1CC(C)CN(CC(O)COC2CC(C)CC(C)(C)C2)C1 (stereo unspecified)
30	6%	Cc1cccc(CN(C)C[C@@H]2OCc3cnnn3CCCC(=O)N([C@H](C)CO)C[C@H]2C)c1
31	-29%	CC(=O)Nc1cc(-c2ccc(N3CCN(C)CC3)cc2)cn2c(-c3ccc(F)c(Cl)c3)cnc12
32	-58%	COc1ccc(C)cc1NC(=O)Cc1csc(NC(=O)Nc2ccccc2OC)n1
33	29%	CCC1(O)CC(c2ccccc2)=NN1C(=O)c1ccccc1F (stereo unspecified)
34	-38%	COc1cc(C(=O)c2ccc3c(c2)OCO3)cc(OC)c1OC
35	1%	N#CC12C(=O)NC(=O)C1(C#N)C21CCCC1 (stereo unspecified)
36	11%	CC(=O)c1cc(C)c(OC(=O)c2ccccc2)c(C)c1
37	-14%	Cc1cccc(C)c1C(O)c1ncc(-c2ccc(Cl)cc2)[nH]1 (stereo unspecified)
38	?	CCCC(=O)NC1CCc2cc(OC)c(OC)c(OC)c2-c2ccc(OC)c(=O)cc21 (stereo unspecified)
39	12%	O=C(O)c1ccc(N=C2c3ccccc3-c3ccccc32)cc1
40	2%	CCOC(=O)C1(C)CCCN(C(=O)c2ccc(C)c(F)c2)C1 (stereo unspecified)
41	14%	COc1cc(Br)c(CC(=O)NO)cc1OC
42	9%	OCC[C@@H]1C[C@H](O)[C@@H](O)[C@@]2(CCCCO2)O1
43	-8%	COc1cccc(-c2cnc(C(O)c3c(C)cc(C)cc3C)[nH]2)c1 (stereo unspecified)
44	19%	CCCCNS(=O)(=O)c1cccc(NC(=O)[C@H]2C[C@H](O)[C@@H](CO)O2)c1
45	-16%	COc1cc(CNC(=O)c2cc3ccccc3oc2=O)cc(OC)c1OC
46	5%	COc1ccccc1NC(=O)C(C)OC(=O)C1CC(=O)N(Cc2ccco2)C1 (stereo unspecified)
47	20%	C[C@@H]1CN([C@@H](C)CO)C(=O)c2cc(Br)cnc2O[C@H]1CN(C)C(=O)c1ccccc1F
48	-15%	COc1ccc(CN2C(=O)C(CC(=O)NCCc3ccccn3)CC(C(=O)N(C(C)C)C(C)C)=C2C)cc1 (stereo unspecified)
49	2%	CC(=O)Nc1c(-c2ccc(C)cc2)nc2ccc(Cl)cn12
50	9%	CCC1Cc2[nH]c(=S)[nH]c(=O)c2C(c2ccc(F)cc2)O1 (stereo unspecified)
51	70%	CN(C)c1ccc(C=NNC(=O)c2cccnc2)cc1
52	-41%	c1ccc(N=c2nc(-c3ccccc3)n(-c3ccccc3)s2)cc1
53	-5%	COc1cc(OC)cc(C(=O)N2CCN(S(=O)(=O)c3ccc4c(c3)OCCO4)CC2)c1
54	22%	CC(C)(O)C#Cc1ccc(C(=O)NCc2ccccc2)s1
55	-48%	CN(C)c1ccc(/C=C2\C(=O)/C(=C/c3ccc(N(C)C)cc3)c3ccccc32)cc1
56	7%	Cc1ccc(S(=O)(=O)N(C)c2ccc(OCC(=O)Nc3cc(C(=O)O)ccc3Cl)cc2)cc1
57	-11%	O=C(COC(=O)c1c(F)cccc1F)NC(=O)NCc1ccccc1
58	-10%	COc1ccccc1C=NN1C(=O)CSC1=S
59	-8%	COc1ccc(-n2nnnc2C(c2cccc3ccccc23)N2CCN(C/C=C/c3ccccc3)CC2)cc1 (stereo unspecified)
60	-15%	Fc1cccc(CCN2CCNC[C@@H]2Cc2ccccc2)c1

Arranged by length of the SMILES (high to low): some entries from above
item	BRCA1 expr up	compound
59	-8%	COc1ccc(-n2nnnc2C(c2cccc3ccccc23)N2CCN(C/C=C/c3ccccc3)CC2)cc1 (stereo unspecified)
56	7%	Cc1ccc(S(=O)(=O)N(C)c2ccc(OCC(=O)Nc3cc(C(=O)O)ccc3Cl)cc2)cc1
53	-5%	COc1cc(OC)cc(C(=O)N2CCN(S(=O)(=O)c3ccc4c(c3)OCCO4)CC2)c1
49	2%	CC(=O)Nc1c(-c2ccc(C)cc2)nc2ccc(Cl)cn12
54	22%	CC(C)(O)C#Cc1ccc(C(=O)NCc2ccccc2)s1
41	14%	COc1cc(Br)c(CC(=O)NO)cc1OC

New compounds follow:
item	BRCA1 expr up	compound
61	4%	C[C@H](CO)N1C[C@H](C)[C@@H](CN(C)Cc2ccc(C(=O)O)cc2)Oc2ncc(Br)cc2C1=O
62	-4%	Nc1ccc2c(c1)C(=O)CCC2
63	-3%	COc1cccc(NC(=O)N(C)C[C@H]2OCc3cn(nn3)CCCC(=O)N([C@@H](C)CO)C[C@@H]2C)c1
64	2%	COc1ccc([C@H]2C[C@@H](O)[C@H](n3cc(C4CC4)nn3)CN2C(=O)c2cccs2)cc1
65	-34%	FC(F)(F)Oc1ccccc1C(c1nnnn1C1CCCC1)N1CCN(C/C=C/c2ccccc2)CC1 (stereo unspecified)
66	0%	CSc1ccc(NC(=O)NN(c2ccccc2)C2CCS(=O)(=O)C2)cc1 (stereo unspecified)
67	14%	CN1OC[C@@H]2CN(S(=O)(=O)c3ccccc3)[C@H](c3ccccc3Br)C[C@@H]21
68	18%	CCOC(=O)c1cc(OC(C)=O)c2ccc(OC)c(OC)c2c1
69	-16%	O=C(C[C@@H]1C[C@@H]2c3cc(NC(=O)C4CCC4)ccc3O[C@@H]2[C@@H](CO)O1)NCc1ccc(Cl)cc1
70	-2%	Cc1ccc2nc(C3CCCCC3)c(Cc3ccccc3)n2c1
71	20%	COCC(=O)N1C[C@H]2CON(C)[C@H]2C[C@H]1c1cccc(-c2ccccc2OC)c1
72	-97%[inhibitor]	Cc1ccc2c(c1C)-c1c(ccc(C)c1C)C(=O)C2=O
73	-92%	CC(C)(C)c1ccc(/C=C(\c2nc3ccccc3[nH]2)S(=O)(=O)c2ccccc2)cc1
74	-7%	COc1ccc(-c2cc3c(c4c2ccn4C)C2CCC3O2)cn1 (stereo unspecified)
75	-1%	CCOC(=O)CN1CC(C)(C)N(CC(=O)OCC)CC1(C)C
76	0%	CC(C)Sc1nnc2c3ccccc3n(C)c2n1
77	?	COc1ccc(-c2ccc(C(=O)Nc3ccccc3)c3occc23)c(C)c1
78	-13%	COc1ccc(OCCN2CCCC2)cc1Nc1nnc(Cl)c(Nc2ccccc2S(C)(=O)=O)n1
79	8%	CCCS(=O)(=O)NC(=O)C1(C)CCCN(C(=O)c2c(-c3ccccc3)noc2C)C1 (stereo unspecified)
80	-6%	Clc1ccc(CSc2nnc(-c3ccccn3)n2Cc2cccs2)cc1Cl

Part of the list above, in markdown.
| entry | structure | BRCA1 expr up |
| --- | --- | --- |
| 74 | COc1ccc(-c2cc3c(c4c2ccn4C)C2CCC3O2)cn1 (stereo unspecified) | -7% |
| 75 | CCOC(=O)CN1CC(C)(C)N(CC(=O)OCC)CC1(C)C | -1% |
| 76 | CC(C)Sc1nnc2c3ccccc3n(C)c2n1 | 0% |
| 77 | COc1ccc(-c2ccc(C(=O)Nc3ccccc3)c3occc23)c(C)c1 | ? |
| 78 | COc1ccc(OCCN2CCCC2)cc1Nc1nnc(Cl)c(Nc2ccccc2S(C)(=O)=O)n1 | -13% |

Next section:
item	BRCA1 expr up	compound
81	35%	Nc1[nH]c(C(=O)c2ccccc2)c(-c2ccncc2)c1C(=O)NCc1ccc(Cl)cc1
82	-19%	Cc1cccc(-n2ncc3c2CCCC3NC(=O)c2ccncc2)c1C (stereo unspecified)
83	-7%	CC(=O)Nc1ccc(NC(=O)C2(C)Cc3c(-c4cccc(C(F)(F)F)c4)ccnc3O2)cc1 (stereo unspecified)
84	-24%	NC(=O)c1nc(-c2ccccc2)c(-c2ccccc2)[nH]c1=O
85	-51%	Nc1cc2[nH]c(=O)c3ccccc3c2cc1[N+](=O)[O-]
86	-15%	Cc1ccccc1-c1cnc(C(O)c2cc(Cl)cc(Cl)c2)[nH]1 (stereo unspecified)
87	2%	CC(C)N(Cc1nccn1C)C(=O)C1CCC(=O)N(CCc2ccccc2)C1 (stereo unspecified)
88	-49%	CCCCc1c(-c2ccccc2OC)ncn1Cc1cccc(-c2ccccc2)c1
89	-11%	CCN(CC(=O)NCc1cccs1)C(=O)c1ccc(N(C)S(=O)(=O)c2ccc(C)cc2)cc1
90	8%	CN(C)Cc1csc(NC(=O)Nc2cccc(Cl)c2)n1
91	-16%	O=C(NCc1ccccc1)C1=C[C@H](c2ccc(Br)cc2)C[C@H](OCCCCO)O1
92	-10%	C[C@@H]1CCCCO[C@H](CN(C)C)[C@H](C)CN([C@@H](C)CO)C(=O)c2cc(NC(=O)Nc3ccc(C(F)(F)F)cc3)ccc2O1
93	22%	Cc1ccc2cc(F)c(F)c(F)c2n1
94	-4%	C[N+](C)(CCOc1ccccc1)Cc1ccccc1
95	-13%	CCOC(=O)C1=CC[C@@H](c2ccccc2)N(S(=O)(=O)c2ccc(C)cc2)[C@H]1C
96	-4%	CCc1nc2ccc(C(=O)N3CCN(C(=O)c4ccco4)CC3)cn2c1N(C)C(=O)Nc1ccccc1OC
97	13%	CCNC(=O)C1CCCN(C(=O)c2ccccc2)CC1 (stereo unspecified)
98	0%	COc1cccc(CNC(=S)Nc2ccc3c(c2)c(=O)n(C)n3Cc2ccc(F)cc2)c1
99	1%	S=C(CSc1ccccc1)Nc1cccc2ccccc12
100	14%	O=C(CCCCCCCC(=O)N1CCCCCC1)N1CCCCCC1
101	2%	C#CCN(C[C@@H]1[C@@H](OC(=O)NCc2ccc(OC)c(OC)c2)[C@@H](OC(=O)NCc2ccc(OC)c(OC)c2)Cn2c(=O)n(CCCCCC)c(=O)n21)S(=O)(=O)c1ccc(C)cc1
102	22%	COC(C/C=C\[C@@H](O)[C@@H](C)OCc1ccccc1)OC
103	25%	COc1cccc(CNc2nc3cc(-c4cccc(Cl)c4)sc3c(=O)n2C)c1
104	99%	O=C(NCCc1cn[nH]c1)c1ccc2oc(CCc3ccccc3)nc2c1
105	20%	C=C(CC[C@]12OC(C(=O)O)C(O)(C(=O)O)C(C(=O)O)(O1)C(OC(=O)/C=C/[C@@H](C)C[C@@H](C)CC)C2O)[C@@H](OC(C)=O)[C@H](C)Cc1ccccc1 (stereo partly specified)
106	-21%	Cc1c(Br)cccc1NC(=O)C1(C)CCN1Cc1ccccc1OC(F)F (stereo unspecified)
107	8%	Cc1noc(C)c1NC(=O)N(C)C[C@H]1OCCCC[C@@H](C)Oc2ccc(NC(=O)c3ccccc3)cc2C(=O)N([C@H](C)CO)C[C@@H]1C
108	13%	COCCNC(=O)C1(C)CCN(C(=O)c2sccc2C)C1 (stereo unspecified)
109	-25%	CC(=O)c1ccc(Nc2nc(-c3ccccc3)nc3ccccc23)cc1
110	3%	OC[C@@H]1CN(Cc2ccc(F)cc2)C[C@H](n2cnc3c(Nc4ccccc4)ncnc32)O1
111	19%	COc1ccc(CN(C)C(=O)/C=C/[C@H]2O[C@@H](n3cnc4c(N)ncnc43)[C@H](O)[C@@H]2O)cc1OC
112	-45%	OCCCn1c(CCNc2nc(-c3ccc(Cl)cc3)cs2)nc2cc(C(F)(F)F)ccc21
113	2%	O=C1NCCCN1C1OC(CO)C(O)C1O (stereo unspecified)
114	10%	COC(=O)c1ccc2nc(-c3ccc(OC)c(OC)c3)c(Cc3ccsc3)n2c1
